TSHR antagonist – human thyrotropin receptor antagonism; P16473; TSHR-expressing cells, TSH-stimulated cAMP HTRF, 2 h; hits give low values; activity change, negative = inhibition, % at 11.5 µM; actives 0.2% (n = 330,000); AID 504810;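 active = activity change below a set negative limit, meaning inhibition stronger than a set level, cut at about -70% in these data; inconclusive = activity change between two set negative limits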; also: % is scaled to controls: 0 for no effect and ±100 for the full control effect
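Inhibition of cAMP made by TSHR-expressing cells under TSH stimulation (4nM final, EC80; 2 h, 37 deg C) is quantified with a one-step lysis HTRF kit, anti-cAMP cryptate versus cAMP-d2.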
A-T KAP1 phos – potential ataxia-telangiectasia treatments restoring KAP-1 phosphorylation; […] A-T fibroblasts, KAP-1 phosphorylation AlphaLISA; neocarzinostatin DNA damage 30 min before lysis; Potency, µM (highest dose often 57.5 µM), inactives show top-dose activation, hits mostly activators; actives 0.19% (n = 320,000); AID 485349; also: potency is read from the fitted curve at half-maximal effect; % of control where 0% means no effect; nearly all actives have a fitted effect of over 45% in size
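ATM-like activity read as KAP-1 phosphorylation via AlphaLISA donor/acceptor antibody pairs after lysis and 6 hr at 25C. Cells were ATM-null patient fibroblasts ([…], hTERT), dosed 60 min, then exposed to the DSB inducer NCS for 30 min.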
MBNL1-CUG inh – blocks human MBNL1 binding to CUG repeat RNA | TR-FRET MBNL1-His/biotin-(CUG)12 binding, 665/545 ratio | Potency, µM (titrated, usually from 57.5 µM), inactives show at the top dose activity change, negative = inhibition, actives largely listed as inhibitors | actives 0.036% (n = 280,000) | Q9NR56; active = well fitted inhibition curve with a large enough effect in the signal ratio, with a control signal flat, not every such curve was filed as active; inconclusive = small, poorly fitted or top-dose-only effect, or effect the other way, or a change in a side signal; inactive = no such curve, though single readings can be large or run the other way; the % refers to the signal ratio; also: potency is read from the fitted curve at half-maximal effect; % is scaled to controls: 0 for no effect and ±100 for the full control effect
Target sequence (Q9NR56 whole entry, looked up): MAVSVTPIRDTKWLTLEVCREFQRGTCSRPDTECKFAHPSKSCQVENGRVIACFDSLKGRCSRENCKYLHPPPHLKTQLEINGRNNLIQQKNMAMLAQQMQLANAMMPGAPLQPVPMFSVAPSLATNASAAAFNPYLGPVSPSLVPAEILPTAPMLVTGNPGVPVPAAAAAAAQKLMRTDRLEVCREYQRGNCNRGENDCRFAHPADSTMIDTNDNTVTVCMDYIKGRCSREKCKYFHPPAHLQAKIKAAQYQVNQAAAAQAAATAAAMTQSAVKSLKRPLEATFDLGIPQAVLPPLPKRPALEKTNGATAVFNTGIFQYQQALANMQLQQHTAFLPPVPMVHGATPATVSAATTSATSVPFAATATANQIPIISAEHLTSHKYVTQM
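Inhibition of protein-RNA binding appears as loss of TR-FRET between terbium anti-His antibody on MBNL1-His and streptavidin-XL665 on biotin-(CUG)12. Activity is normalized to buffer-only and uninhibited-complex controls.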
TSG101-PTAP inh – blocks PTAP/TSG101 interaction to inhibit HIV-1 budding; Q99816; Fluorescence polarization, FITC-PTAP peptide / Tsg101 binding; Potency, µM (series often up to 115 µM), without a hit: top-dose activity change, negative = inhibition, most hits filed as inhibitors; 340,000 tested, under 10 active; AID 493005; active = well fitted inhibition curve with a large enough effect in the main read-out, with a control signal flat, not every such curve was filed as active; inconclusive = small, poorly fitted or top-dose-only effect, or effect the other way, or a change in a side signal; inactive = no such curve, though single readings can be large or run the other way; also: potency is read from the fitted curve at half-maximal effect; % of control where 0% means no effect
Target sequence (Q99816 whole entry, looked up): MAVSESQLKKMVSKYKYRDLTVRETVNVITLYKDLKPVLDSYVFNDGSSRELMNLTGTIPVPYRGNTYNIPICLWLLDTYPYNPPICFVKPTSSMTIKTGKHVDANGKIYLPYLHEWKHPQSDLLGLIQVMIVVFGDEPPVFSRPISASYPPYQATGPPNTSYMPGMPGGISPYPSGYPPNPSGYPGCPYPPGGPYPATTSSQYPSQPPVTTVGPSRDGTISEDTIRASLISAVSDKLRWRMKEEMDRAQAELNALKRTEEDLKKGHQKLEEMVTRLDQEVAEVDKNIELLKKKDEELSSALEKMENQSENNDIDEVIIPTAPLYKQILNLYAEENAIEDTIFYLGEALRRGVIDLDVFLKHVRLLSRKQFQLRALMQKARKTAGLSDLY
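Steps: Tsg101 binding domain dispensed (10 uM final), compounds pinned in DMSO, FITC-labeled PTAP-motif peptide added (50 nM final); after 20 min binding at room temperature, polarization measured.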
CXXC DNA block – blocks binding of human MLL CXXC domain to DNA; MLL-CXXC / FITC-HOXA9 DNA fluorescence polarization; Potency, µM (doses to about 115 µM), for the others: at the top dose activity change, negative = inhibition, usual class: inhibitors; actives 0.037% (n = 290,000); active = well fitted inhibition curve with a large enough effect in the polarisation, with a control signal flat, not every such curve was filed as active; inconclusive = small, poorly fitted or top-dose-only effect, or effect the other way, or a change in a side signal; inactive = no such curve, though single readings can be large or run the other way; the % refers to the polarisation; also: potency is read from the fitted curve at half-maximal effect
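Steps: dispense CXXC domain solution (7 uM) → pin compounds or unlabeled HOX-A9 DNA control → 5 min ambient → add FLSN-HOX-A9 solution (50 nM) → spin → 30 min ambient → fluorescence polarization. Tris pH 7.5/NaCl/DTT/BSA buffer.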
TCR act – activates T cell receptor signaling. 330,000 tested, under 10 active. AID 504894. primary human leukocytes, anti-CD3, IL-2 HTRF, 48 h. Potency, µM (titrated, usually from 9.22 µM), for the others: at the highest dose activation of IL-2 secretion, most hits filed as activators; also: % of control where 0% means no effect
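Human primary leukocytes + a-CD3 beads + cpd, 48 hr; IL-2 in supernatant by HTRF (ex 320nm / em 665nm). No co-stimulatory signal supplied.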
ASM inhibitor – human S-ASM enzyme inhibition; actives 0.006% (n = 340,000); Potency, µM (doses to about 57.5 µM), inactives show at the highest dose activity change, negative = inhibition, actives largely listed as inhibitors; placental ASM, HMU-PC fluorogenic substrate, 60 min; P17405; AID 504937; also: potency is read from the fitted curve at half-maximal effect
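Fluorogenic HMU-PC substrate (9 uM final) is turned over by placental ASM in 60 min at 37 C after a 10 min compound preincubation. Reaction ended by alkaline stop (pH 10), with fluorescence read at 386/447 nm.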
Mito fusion yeast – blocks mitochondrial division or promotes mitochondrial fusion; S. cerevisiae fusion-defective mutant growth rescue, CellTiterGlo 48 h; Potency, µM (highest dose often 46.1 µM), for the others: at the top dose growth rescue (activation), usual class: activators; actives 0.23% (n = 320,000);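 also: potency is read from the fitted curve at half-maximal effect; % of control where 0% means no effect; nearly all actives have a fitted effect of over 45% in size; temperature-sensitive fusion mutants such as fzo1-1 at 37 °C on non-fermentable ethanol glycerol medium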
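Read-out: ATP-based luminescence (CellTiterGlo, 10 min ambient) reporting growth of fusion-defective ts yeast after 48 hours at 37C on glycerol/ethanol YPEG medium in the presence of compound.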
Menin-MLL TR inh – inhibitors of human menin-MLL interaction, mutant MLL peptide; actives 0.23% (n = 270,000); O00255; Menin + Texas Red MLL mutant peptide, fluorescence polarization; Potency, µM (highest dose often 61.6 µM), without a hit: at the top dose FP activity change, negative = inhibition, most hits filed as inhibitors; active = well fitted inhibition curve with a large enough effect in the polarisation, with a control signal flat, not every such curve was filed as active; inconclusive = small, poorly fitted or top-dose-only effect, or effect the other way, or a change in a side signal; inactive = no such curve, though single readings can be large or run the other way; the % refers to the polarisation; also: potency is read from the fitted curve at half-maximal effect; % of control where 0% means no effect; many of its hits are not listed in these tables
a7 integrin act – integrin-mediated muscular dystrophy alleviation activation | Potency, µM (highest dose often 38.3 µM), for the others: at the top dose activation, most hits filed as activators | alpha7betagal myoblasts, beta-gal FDG fluorescence, 48 h | actives 0.064% (n = 350,000);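 also: potency is read from the fitted curve at half-maximal effect; 100% = response of the positive control SU9516; nearly all actives have a fitted effect of over 60% in size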
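Alpha7betagal+/- myoblasts (passage 13) were plated 16-24 hr, then exposed to compounds (1:260 dilution of DMSO stock) for 48 hours at 37C. After MPER lysis, β-galactosidase reporter activity was read as FDG fluorescence (ex 480/em 540) after 30 minutes.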
Active calls of the source: *; ? = inconclusive; · = no result given; & = joins results of further samples; [ ] = another dose, or the depositor's remark. Unless noted, calls follow the shape of the dose curve; as a rule, active = well fitted curve in the direction sought with a large enough effect; inconclusive = small, poorly fitted or top-dose-only effect, or another doubt; inactive = no such curve, though single readings can be large; an effect the other way counts as inactive or inconclusive. The list is partial (hit frequency here may not be typical).

SMILES	TSHR antagonist	A-T KAP1 phos	MBNL1-CUG inh	TSG101-PTAP inh	CXXC DNA block	TCR act	ASM inhibitor	Mito fusion yeast	Menin-MLL TR inh	a7 integrin act
O=C(Cn1ncc2c3ccccc3n(Cc3ccccc3)c2c1=O)N1CCC2(CC1)OCCO2	-8	-5%	-5%	·	8%	·	·	3%	-8%	·
CCCCC(=O)C1C(=O)NC(=O)NC1=O	13	0%	6%	-1%	3%	-3%	0%	-4%	6%	6%
CC12CCC3C(CC=C4CC5(CCC43C)OCCO5)C1CCC2=O (centres undefined)	-46	6%	8%	-2%	0%	2%	4%	10%	-11%	?
CC(=O)c1c(C)n(Cc2ccccc2)c2ccc(O)cc12	5	8%	-2%	-4%	12%	4%	2%	4%	·	25%
O=C(CF)N(O)c1ccc(C=Cc2ccccc2)cc1	·	·	·	0%	·	-5%	0%	·	·	-20%
Cc1ccccc1N1C(=O)/C(=C/c2ccco2)C(=O)NC1=S	1	-8%	7%	·	-1%	·	·	-4%	?	·
C=CCn1c(O)c(/C=N/N2CCOCC2)c(=O)[nH]c1=S	3	-8%	·	-5%	8%	-22%[46.1 µM]	-1%	0%	13%	?
COc1cc(C2SCC(=O)Nc3c2c(=O)[nH]n3C2CCCCCC2)cc(OC)c1OC (centres undefined)	-1	-8%	6%	0%	8%	3%	3%	1%	29%	-21%
COc1ccc(CCN)cc1OC	35	-62%[inhibitor]	-6%	-5%	-14%	0%	0%	-5%	·	-1%
Cc1ccc(C2=NC(C)(C)N3C2C3c2ccc([N+](=O)[O-])cc2)cc1 (centres undefined)	6	4%	6%	-3%	2%	-3%[46.1 µM]	-2%	-1%	-5%	0%
Cc1ccccc1-n1c(O)c(/C=N/Nc2nc3c(c(=O)n(C)c(=O)n3C)n2C)c(=O)[nH]c1=S	-8	-7%	·	0%	25%	3%[46.1 µM]	-2%	-2%	13%	1%
CC(=O)c1cccc(OCC(O)CN2CC=C(c3ccccc3)CC2)c1 (centres undefined)	16	1%	7%	1%	1%	1%	-2%	-6%	-16%	-21%[7.66 µM]
FC(F)(F)c1ccccc1N1CC1c1ccncc1 (centres undefined)	0	-2%	0%	-1%	?	16%	-2%	-14%	-2%	-20%
CC(Cc1ccccc1)NC(=O)Cc1ccc([N+](=O)[O-])cc1 (centres undefined)	-17	2%	?	-1%	5%	3%	3%	1%	?	-5%
Cc1ccc(S(=O)(=O)CC(C)(O)C(=O)Nc2cccc(C(F)(F)F)c2)cc1 (centres undefined)	5	-9%	-1%	-5%	-7%	·	-4%	1%	·	-15%[7.66 µM]
C=CCC1(Cc2ccsc2)C(=O)NC(=O)NC1=O	·	·	·	-4%	·	-2%	-3%	·	·	21%
CC(=O)N(C1=NCCCS1)c1ccccc1F	-11	13%	15%	·	-4%	·	1%	-3%	-3%	-9%
COC12CCC3(CC1C(C)(O)C(C)(C)C)[C@H]1Cc4ccc(O)c5c4[C@@]3(CCN1CC1CC1)C2O5 (some centres undefined)	1	5%	·	2%	·	8%	2%	·	·	·
COc1ccc(-c2nn(-c3ccccc3)cc2C(=O)N2c3ccc(C)cc3C3CN(C)CCC32)cc1 (centres undefined)	-7	-19%	3%	-1%	6%	2%	-1%	11%	-1%	-61%[inhibitor]
C/C(=N\N1CCCCC1c1cccnc1)c1c(O)n(C2CCCCC2)c(=S)[nH]c1=O (centres undefined)	-15	14%	-11%	?	46%[activator]	11%[46.1 µM]	-3%	-5%	?	18%
Clc1ccc(N2CC3CCC(C2)N3)nn1	-9	·	·	·	-1%	·	·	-6%	0%	·
COc1ccccc1OCCCn1cc(C(=O)c2ccco2)c2ccccc21	7	-1%	10%	2%	1%	15%	-14%	?	19%	-23%
COC(=O)C1=C(c2ccc3ccccc3c2)C[C@@H]2CC[C@H]1N2C(=O)N1CCCC1	21	25%	·	-5%	·	-3%	-5%	16%	·	-3%
Cc1cc(C(=O)OCC(=O)Nc2c(F)cccc2F)c(C)n1C1CC1	1	0%	·	-2%	·	-2%	·	1%	·	-18%
CCOC(=O)c1ccc2c(c1)N(CC)C(=O)c1ccccc1S2	-9	2%	-1%	-3%	1%	-3%	-4%	1%	?	5%
Cn1cc(C(=O)NCc2ccccc2)c2ccccc21	3	2%	-6%	1%	-3%	-3%	-5%	3%	-5%	-11%
O=C(C[N+]12CCN(CC1)CC2)NCCc1ccc(Cl)cc1Cl	14	14%	0%	0%	-3%	-8%	5%	-4%	6%	-2%
COC(=O)C1=C(c2ccc3ccccc3c2)C[C@@H]2CC[C@H]1N2C(=O)NCCO	7	-6%	·	0%	·	-1%	-7%	-2%	·	-1%
O=C(COC(=O)Cc1ccccc1)Nc1ncc(Cl)cc1Cl	-7	1%	3%	-1%	-14%	-2%	2%	-2%	-4%	13%
COc1ccc(Cn2c(O)c(/C=C3/C=CC=N3)c(=O)[nH]c2=O)cc1	-9	9%	10%	0%	-29%	-9%	-1%	3%	·	?
Cc1cccc(C)c1OCc1n[nH]c(=S)n1N	13	-12%	-2%	-3%	-11%	-7%	0%	-3%	8%	?
CC(C)CN1CCN(Cc2c(F)cccc2Cl)CC1CCO (centres undefined)	0	10%	-12%	-5%	-1%	-9%	-4%	-2%	-9%	8%
COc1ccc(C(=O)/C=C/c2cccs2)c(OC(=O)N2CCOCC2)c1	3	9%	7%	-8%	?	5%[46.1 µM]	2%	-2%	-4%	-37%
CN(C(=O)Oc1cccc2ccccc12)C1C=CCC1 (centres undefined)	·	·	·	0%	·	1%	-2%	·	·	-41%
Clc1ccc(C(OCCN2CCCCC2)c2ccccc2)cc1 (centres undefined)	9	1%	·	0%	·	8%	5%	-7%	-22%	·
CCN(CC)c1ccc(/C=C/[N+](=O)[O-])cc1	8	29%	9%	6%	22%	-3%	?	-10%	-7%	-61%[inhibitor]
CCc1ccc(/C=C(/C#N)C(N)=S)cc1	5	4%	·	-1%	?	-30%[inhibitor][46.1 µM]	1%	4%	5%	-35%
C=C1C[C@@H]2[C@H](CC[C@]3(C)C(=O)CC[C@@H]23)[C@@]2(C)C=CC(=O)C=C12	-5	·	0%	·	3%	·	·	2%	-7%	·
CN1C(=O)NC(=O)C(C)(C2=CCCCC2)C1=O (centres undefined)	·	·	·	-2%	-2%&25%	6%	9%	·	?	·
COC(=O)C1=C(c2ccc(OCc3ccccc3)cc2)C[C@@H]2CC[C@H]1N2C(=O)NCc1ccc([N+](=O)[O-])cc1	-12	4%	·	·	·	-5%	-9%	·	·	-11%
O=C(COc1ccc(Cl)cc1)N1CCN(Cc2ccccc2)CC1	3	-1%	-7%	-5%	-1%	-1%	2%	1%	6%	-7%
CC12CCCCC1=[N+]([O-])CN2O (centres undefined)	0	-4%	0%	-6%	8%	·	2%	2%	26%	-12%
O=C(CN1CCOCC1)c1ccc2cc[nH]c2c1	0	10%	4%	-2%	23%	-1%[46.1 µM]	45%[activator]	0%	7%	1%
COc1ccc(-n2c(O)c(C=NCc3ccc4c(c3)OCO4)c(=O)[nH]c2=O)cc1	7	-6%	-19%	-10%	0%	-3%	2%	1%	·	-31%
Nc1ccc2cc(Br)ccc2c1	-2	6%	41%[activator]	-1%	6%	-3%	-1%	-3%	?	1%
COc1ccc(N2C(=O)NC(=O)/C(=C\c3cn(CC(=O)N4CCOCC4)c4ccccc34)C2=O)c(OC)c1	-3	28%	0%	0%	·	2%	-2%	2%	12%	-20%
O=C(Nc1ccc(N2CCOCC2)cc1)Nc1ccc2nsnc2c1	3	2%	32%[activator]	-7%	-10%	·	6%	25%	-19%	-1%
COc1ccc(Oc2cc(NC(=O)c3nn(C)cc3[N+](=O)[O-])cc([N+](=O)[O-])c2)cc1	-38	8%	?	-2%	4%	-2%	?	3%	?	-30%
Cc1cc(C)c(C(=O)CN2CCOCC2)c(C)c1	8	1%	1%	-5%	12%	-5%	2%	-4%	0%	-4%
c1cncc(C2Nc3cccc4cccc(c34)N2)c1	-5&7	-18%&-41%	4%&15%	-1%	7%&0%	6%	0%	-7%&-5%	?	0%
CNc1cc(N2CCNCC2)ccc1[N+](=O)[O-]	-2	-3%	22%	-1%	7%	-12%	-6%	-7%	-2%	-8%
C1=C(c2c[nH]c3ccccc23)CCN(Cc2ccccc2)C1	-4	3%	?	0%	4%	2%	21%	-16%	-2%	-30%
O=C(c1ccccc1F)N1CCC2(CC1)OCCO2	1	30%	-18%	-3%	-15%	-9%	3%	3%	-17%	4%

Source: PubChem BioAssay (National Center for Advancing Translational Sciences (NCATS))
